ALOX12 inh: ALOX12 (human) lipoxygenase inhibition; Potency, µM (highest dose often 108 µM), for the others: at the highest dose activity change, negative = inhibition, most hits filed as inhibitors; 580,000 tested, 1.1% active; purified 12hLO, xylenol orange hydroperoxide absorbance; further: potency means the concentration at half of the fitted maximal effect; on the % scale 0 is the no-effect control and ±100 the full control effect
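Purified human 12hLO at 150 nM in 25 mM Hepes, 0.01% Triton X-100, pH 7.0, preincubated 15 min at room temperature with compound. Reaction started with 40 uM arachidonic acid, 30 min at room temperature. Hydroperoxide measured by Fe-xylenol orange, 573/405 nm absorbance ratio.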
ERG Ets-DNA blk: ERG Ets/DNA interaction inhibition. 370,000 tested, 0.028% active. Potency, µM (top dose mostly 76.9 µM), without a hit: at the top dose FP activity, negative = inhibition, actives largely listed as inhibitors. P11308. fluorescence polarization, His-ERG Ets domain / labelled DNA. AID 624246; active means well fitted inhibition curve with a large enough effect in the polarisation, with a control signal flat; inconclusive means small, poorly fitted or top-dose-only effect, or effect the other way, or a change in a side signal; inactive means no such curve, though single readings can be large or run the other way; the % refers to the polarisation;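 further: polarization taken with two DNA probes labelled with fluorescein and Texas red; potency means the concentration at half of the fitted maximal effect; % of control where 0% means no effect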
Target sequence (P11308 whole entry, looked up, the tested form may be a part): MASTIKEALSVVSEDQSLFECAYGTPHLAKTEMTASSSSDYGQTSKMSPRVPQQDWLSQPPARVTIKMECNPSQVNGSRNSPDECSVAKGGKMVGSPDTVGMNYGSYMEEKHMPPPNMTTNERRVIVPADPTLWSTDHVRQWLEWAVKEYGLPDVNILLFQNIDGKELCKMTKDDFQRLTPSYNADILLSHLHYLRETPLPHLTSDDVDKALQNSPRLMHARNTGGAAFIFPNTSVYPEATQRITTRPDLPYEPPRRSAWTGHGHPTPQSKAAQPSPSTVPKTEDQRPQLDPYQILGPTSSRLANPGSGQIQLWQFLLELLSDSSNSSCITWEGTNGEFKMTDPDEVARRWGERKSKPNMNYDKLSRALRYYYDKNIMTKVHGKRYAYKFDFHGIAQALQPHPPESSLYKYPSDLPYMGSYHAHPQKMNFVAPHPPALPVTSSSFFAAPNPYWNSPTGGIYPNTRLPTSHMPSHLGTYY
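His-tagged ERG Ets domain (1 uM in the protein solution; 300mM KCl, 50mM Tris-HCl, 1mM EDTA, 1mM DTT, pH 7.5) received compound, then a probe mix of 5 nM fluorescein-DNA and 100nM Texas-615-DNA. Fluorescence polarization was read for both dyes.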
GRP78 ERSR act: inducers of ER stress response in human glioma cells. AID 602332. 420,000 tested, 0.02% active. U87-MG GRP78 promoter luciferase reporter, 16 h. Potency, µM, for inactives: at the top dose activation, actives largely listed as activators; further: potency means the concentration at half of the fitted maximal effect; series mostly up to about 76 µM; % of control where 0% means no effect; nearly all actives have a fitted effect of over 35% in size
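Stably transfected U87-MG human glioma cells carrying a GRP78-based luminescent sensor were seeded at 1000 cells/well, pin-dosed with compounds and incubated 16 h. Luciferase reagent was then added, and end-point luminescence was read after 10 min at room temperature.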
D2 antagonist: antagonizes the human D2 dopamine receptor; P14416; HEK293 TREx D2 cells, calcium flux, dopamine EC80; inhibition, % at 10 µM; 340,000 tested, 2% active; AID 485344; in the data active means inhibition above about 30%; further: 0% is about no effect
Target sequence (P14416 whole entry, looked up): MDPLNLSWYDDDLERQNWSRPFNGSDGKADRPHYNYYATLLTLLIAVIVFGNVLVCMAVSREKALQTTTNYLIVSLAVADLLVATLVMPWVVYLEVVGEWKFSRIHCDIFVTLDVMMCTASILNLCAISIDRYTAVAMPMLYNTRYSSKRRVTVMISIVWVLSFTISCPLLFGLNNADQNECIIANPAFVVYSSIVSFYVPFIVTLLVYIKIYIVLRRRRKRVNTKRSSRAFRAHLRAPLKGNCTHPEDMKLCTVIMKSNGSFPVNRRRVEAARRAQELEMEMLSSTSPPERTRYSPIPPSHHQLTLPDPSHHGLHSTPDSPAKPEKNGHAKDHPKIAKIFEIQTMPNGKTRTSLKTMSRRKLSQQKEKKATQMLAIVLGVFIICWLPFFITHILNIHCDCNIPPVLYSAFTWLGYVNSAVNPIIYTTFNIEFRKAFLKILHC
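Cells plated overnight at 30 C with tetracycline; no-wash calcium dye, 30–90 min RT; 10 s baseline; compound pinned; 180 s read; EC80 dopamine added; another 180 s read.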
LDHA inh: inhibitors of human lactate dehydrogenase A | purified LDHA, NADH/diaphorase-resazurin fluorescence; active compounds read low | activity change, % (values are at about 110 or 230 µM) | 480,000 tested, 0.15% active | AID 1347041; in the data active means activity change below about -30%; inconclusive means mostly about -25% to -30%;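 further: plate controls were DMSO wells for no effect and wells without enzyme for full effect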
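Remaining NADH was detected by diaphorase (0.133 mg/mL) converting 37 µM resazurin to fluorescent resorufin, read at 0 and 20 minutes. The preceding 5-minute room-temperature reaction used 2 nM LDHA, 0.2 mM sodium pyruvate and 0.06 mM NADH at pH 7.4.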
D2 agonist: D2 dopamine receptor (human) agonism; activation, % at 2 µM; HEK293 T-REx D2 cells, calcium flux agonist mode; 340,000 tested, 0.53% active; P14416;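 active means activation over 3 SD above normal in the single-dose calcium agonist read, cut at about 30% in these data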; further: 0% is about no effect
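HEK293 Trex D2 cells, tetracycline-induced, o/n 30 C 5% CO2; no-wash Ca dye, RT 30–90 min; 10-cycle baseline, 23 nl cpd added, kinetic Ca read 180 s; agonist hits = positive Ca response.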
Vif-A3G inh: blocks the Vif interaction with human APOBEC3G; Q9HC16; HeLa A3G-eYFP + Vif (tagged APOBEC3G with the HIV-1 protein that degrades it), YFP fluorescence, overnight; Potency, µM (doses to about 46.1 µM), for inactives: at the highest dose activity, negative = active, most hits filed as inhibitors; 410,000 tested, 0.076% active; AID 602310;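 further: potency means the concentration at half of the fitted maximal effect; on the % scale 0 is the no-effect control and ±100 the full control effect; nearly all actives have a fitted effect of over 60% in size; hits raise eYFP signal because A3G escapes Vif-driven loss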
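Read-out is eYFP fluorescence (Ex 488/Em 500-530) from Vif-expressing HeLa A3G-eYFP cells; more signal means A3G escaped Vif-mediated degradation. Cells plated overnight, compound pinned in, incubated overnight at 37 deg C.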
RGS4 inhibitor: inhibitors of human regulator of G protein signaling 4; P49798; Transcreener GDP fluorescence polarization, RGS4-accelerated GTP hydrolysis; Potency, µM (highest dose often 114 µM), inactives show at the top dose activity change, negative = inhibition, hits mostly inhibitors; 390,000 tested, 0.039% active; further: potency means the concentration at half of the fitted maximal effect; on the % scale 0 is the no-effect control and ±100 the full control effect; nearly all actives have a fitted effect of over 75% in size; some results filed as inactive show a strong effect at the top dose
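MLSMR compounds (23 nl, pin-transferred) preincubated 10 min at room temperature with a 500nM (2x) first reagent, then RGS4 at 900nM (2x) plus Transcreener GDP mix added; fluorescence polarization (620/688 nm) read before and after 90 min at 30 °C.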
Vif-APOBEC3F blk: inhibitors of Vif-A3F interaction. HeLa A3F-eYFP + Vif (tagged APOBEC3F with the HIV-1 protein that degrades it), YFP fluorescence increase. Potency, µM (doses to about 46.1 µM), for the others: at the top dose activity, negative = active. 390,000 tested, 0.2% active. AID 602313; further: potency means the concentration at half of the fitted maximal effect; % of control where 0% means no effect; nearly all actives have a fitted effect of over 65% in size
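HeLa cells stably expressing Vif plus C-terminally eYFP-tagged A3F were seeded, incubated overnight at 37 deg C, dosed with compound, incubated overnight again at 37 deg C. Yellow fluorescence (Ex 488/Em 500-530) reported blocked Vif-mediated A3F-eYFP degradation.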
Active calls of the source: *; u = inconclusive; x = no result given; [ ] = dose if it differs, or a comment. Unless noted, the call rests on the fitted dose curve; in most records, active means well fitted curve in the direction sought with a large enough effect; inconclusive means small, poorly fitted or top-dose-only effect, or another doubt; inactive means no such curve, though single readings can be large; an effect the other way counts as inactive or inconclusive. An excerpt (hit frequency here may not be typical).

SMILES	ALOX12 inh	ERG Ets-DNA blk	GRP78 ERSR act	D2 antagonist	LDHA inh	D2 agonist	Vif-A3G inh	RGS4 inhibitor	Vif-APOBEC3F blk
COc1ccccc1-n1cn[nH]c1=S	-26.5%	-11.6%	-2.3%	1.3	-0.4	0.2	-10.6%	-17.6%	-18.1%
Cc1cccc(OCC(=O)Nc2ccc3c(c2)nc(CCNC(=O)c2ccco2)n3C)c1	-2.7%	8.7%	-1.5%	x	-0.3	-0.5	-3.3%	-26.7%	6.4%
COc1ccc(Cl)cc1NC(=O)CN(C)C(=O)/C=C/c1ccco1	271.4%[activator]	0.6%	1.6%	x	0.6	x	0.9%	-0.9%	-8.2%
CC(C)OC(=O)CSc1nnc(-c2ccncc2)n1N	0.0%	-5.9%	-3.3%	-0.2	-4.5	-0.5	0.9%	6.2%	-4.3%
CC(=O)N1CCN(S(=O)(=O)c2cccc(C(=O)OCC(=O)NCc3ccccc3Cl)c2)CC1	1.7%	x	-4.5%	x	-9.8	x	0.9%	x	-8.0%
CCOc1ccccc1OCC(=O)Nc1nc2ccccc2[nH]1	6.5%	6.7%	0.8%	15.1	-11.6	-0.1	0.3%	22.5%	-4.6%
COCc1ccc(C(=O)N2CCCC(C(=O)c3ccc(SC)cc3)C2)o1 (centres undefined)	9.3%	9.5%	-2.1%	-13.2	-9.0	0.1	-0.4%	5.5%	-24.3%
CCOCCn1c(CN2CCN(c3ccccc3)CC2)nc2c1c(=O)n(C)c(=O)n2C	-0.6%	4.5%	-8.5%	x	3.1	x	1.2%	-5.1%[11.4 µM]	3.4%
CCNC(=O)C1(C)CCCN(C(=O)c2oc3ccccc3c2C)C1 (centres undefined)	-6.3%	x	0.8%	x	1.5	x	0.6%	x	x
OCCn1c(Cl)nc2ccccc21	0.0%	-0.5%	-4.9%	x	-3.0	x	-2.3%	-12.4%	2.3%
COc1ccc(CCNS(=O)(=O)c2cc3c4c(c2)CCN4C(=O)CC3)cc1OC	-4.0%	8.1%	-2.8%	-0.4	-1.7	0.0	-3.2%	0.7%	-4.6%
Cc1c(C)c2ccc(OCC(=O)N3CCC(C(=O)O)CC3)c(C)c2oc1=O	6.3%	-8.9%	-4.4%	2.0	-10.8	13.9	-1.9%	-15.0%	-0.4%

Continued, starting with the last six of the part before.
SMILES	ALOX12 inh	ERG Ets-DNA blk	GRP78 ERSR act	D2 antagonist	LDHA inh	D2 agonist	Vif-A3G inh	RGS4 inhibitor	Vif-APOBEC3F blk
COCc1ccc(C(=O)N2CCCC(C(=O)c3ccc(SC)cc3)C2)o1 (centres undefined)	9.3%	9.5%	-2.1%	-13.2	-9.0	0.1	-0.4%	5.5%	-24.3%
CCOCCn1c(CN2CCN(c3ccccc3)CC2)nc2c1c(=O)n(C)c(=O)n2C	-0.6%	4.5%	-8.5%	x	3.1	x	1.2%	-5.1%[11.4 µM]	3.4%
CCNC(=O)C1(C)CCCN(C(=O)c2oc3ccccc3c2C)C1 (centres undefined)	-6.3%	x	0.8%	x	1.5	x	0.6%	x	x
OCCn1c(Cl)nc2ccccc21	0.0%	-0.5%	-4.9%	x	-3.0	x	-2.3%	-12.4%	2.3%
COc1ccc(CCNS(=O)(=O)c2cc3c4c(c2)CCN4C(=O)CC3)cc1OC	-4.0%	8.1%	-2.8%	-0.4	-1.7	0.0	-3.2%	0.7%	-4.6%
Cc1c(C)c2ccc(OCC(=O)N3CCC(C(=O)O)CC3)c(C)c2oc1=O	6.3%	-8.9%	-4.4%	2.0	-10.8	13.9	-1.9%	-15.0%	-0.4%
O=C(Nc1cc(-c2nc3cc(Cl)ccc3o2)ccc1Cl)c1cc2ccccc2o1	0.2%	-0.7%	4.1%	x	2.7	1.1	1.2%	-19.9%	-5.7%
COc1cc2c(C#N)c(N3CCN(c4ccccc4OC)CC3)nc(N)c2c(N)n1	0.0%	-7.1%	-10.5%	11.0	12.5	2.8	-15.3%	15.7%	0.3%
Cc1cc(C(F)F)nn1CC(=O)NCc1ccco1	-4.4%	13.3%	-3.6%	1.1	-9.7	0.2	-1.0%	1.5%	1.2%
Cc1csc(NC(=O)c2cncc(Br)c2)n1	3.8%	-2.7%	-7.7%	x	-3.7	x	0.4%	2.5%	0.6%
COc1cc(NC(=O)c2cc3c(=O)n(Cc4cccs4)ccc3nc2C)cc(OC)c1OC	-3.4%	3.6%	-2.5%	x	3.1	x	-4.1%	u	-4.7%
CCn1c(N)cc(=O)[nH]c1=S	-11.7%	x	-4.9%	x	-10.3	x	0.1%	u	-6.8%
CCCCNC(=O)c1cn(CC(C)C)c(=O)c2c1c1ccccc1n2C	0.0%	5.9%	-4.1%	24.2	-4.5	-0.5	0.8%	-7.5%	-7.1%
COC(=O)c1cc2oc3ccccc3c2n1Cc1nc(-c2ccc(OC)cc2)oc1C	-10.2%	-0.1%	-0.3%	x	-9.6	-0.2	5.8%	23.6%	1.5%
CCN1CCN(C(=O)CN(CC)S(=O)(=O)c2ccc(F)cc2)CC1	0.6%	0.0%	-4.0%	x	-1.6	x	-2.4%	-4.7%	1.0%
Oc1c(Br)cc(Br)cc1C=NCc1ccccc1	u	1.2%	-2.9%	7.7	1.6	-0.5	-0.7%	-32.9%	3.5%
COc1ccc(/C=N/NC(=O)C(=O)N2CCCCCC2)cc1O	0.0%	2.4%	0.9%	3.9	-2.7	0.9	-4.1%	14.1%	-6.0%
O=[N+]([O-])c1cc(-c2nc(-c3ccccc3)no2)ccc1N1CCN(c2ccccc2)CC1	-2.6%	3.8%	-2.4%	x	-2.9	-1.1	-2.0%	18.5%	-1.5%
Cc1ccccc1CN1CCN(CC(=O)NC(C)c2ccccc2)CC1 (centres undefined)	0.7%	9.0%	-2.8%	x	-4.3	x	1.4%	-1.6%	-7.8%
CCSc1nnc(Cc2cc(=O)[nH]c(=O)[nH]2)n1-c1ccc(F)cc1	u	-2.1%	-2.0%	-3.2	0.7	0.8	1.4%	15.8%	-1.2%
COC(=O)[C@@H]1C(c2c(OC)cc(OC)cc2OC)=NO[C@H]1C(=O)OC	-1.5%	11.8%	-3.9%	-7.9	-3.6	-1.3	-0.9%	-21.0%	3.6%
Cc1nc2sc(C(c3cccc(F)c3)N3CCCCC3)c(O)n2n1 (centres undefined)	-10.4%	-3.3%	-4.2%	29.9	-7.5	-0.3	-1.5%	-9.7%	-6.3%
Cc1nc(-c2ccc([N+](=O)[O-])cc2)c(-c2ccccc2)o1	-0.6%	-3.2%	-2.4%	-26.8	-1.1	0.3	0.3%	5.0%	11.2%
O=C(Cc1cscn1)c1ccc(O)cc1O	u	-0.6%	-3.3%	2.8	3.0	-0.4	-0.4%	17.2%	-11.6%
COc1ccccc1-n1cnc(N)c1C(=O)c1ccccc1	0.0%	5.6%	-3.2%	-20.0	-2.2	0.8	u	-8.5%[11.4 µM]	-7.2%
Cc1cccc(C)c1NC(=O)CN1C(=O)c2ccccc2Sc2ncccc21	-24.0%	0.7%	-3.8%	x	-1.3	0.6	1.0%	-5.5%	0.7%
Cc1cc2c(ncn2Cc2ccccc2)c([N+](=O)[O-])c1C	-24.1%	-1.0%	-2.4%	-2.7	-1.3	-0.2	-10.6%	-11.5%	5.1%
O=C(C1CCC1)N1CCc2cc(S(=O)(=O)N3CCN(c4ccccc4)CC3)ccc21	0.0%	-0.8%	1.7%	x	-3.7	0.5	0.9%	-10.8%	-13.8%
Cc1ccc(Cl)cc1NC(=O)Cn1c(=O)cc(C)c2c(C)nn(C)c21	-8.6%	-1.3%	-0.2%	x	5.1	2.0	3.5%	-8.6%	2.8%
O=C(COC(=O)c1ccccc1OCc1ccccc1Cl)NC1CC1	44.9%[activator][57.4 µM]	3.7%	-2.5%	-3.3	-3.4	-1.2	3.5%	-2.1%	6.9%
Fc1ccccc1Nc1ncnc2c1nc1n2CCCCC1	-4.9%	-2.4%	-4.1%	x	0.5	-1.1	-1.8%	-5.0%	3.6%
CCOC(=O)C(C)Sc1nnc(Cc2cc(=O)[nH]c(=O)[nH]2)n1-c1cccc(OC)c1 (centres undefined)	-0.7%	8.0%	-3.1%	-4.2	0.8	0.4	0.8%	-28.7%	0.2%
COc1ccc(C(=S)Nc2ccc(C)cc2)cc1	u	-17.5%	-4.7%	8.7	-0.8	-0.8	1.3%	u	3.8%
O=C(O)CCN1C(=O)/C(=C2\C(=O)N(Cc3ccc(F)cc3)c3ccccc32)SC1=S	u	36.2%[activator]	-0.8%	x	16.9	x	-1.3%	-34.3%	0.3%
Cc1ccc(C)c(N2CCN(C(=O)CNS(=O)(=O)c3cccs3)CC2)c1	-9.7%	x	-1.6%	-2.2	-9.5	-1.7	-0.4%	11.1%	-8.5%
C/C(=N\OCC(=O)Nc1ccc(OC(F)(F)F)cc1)c1ccc2c(c1)OCCO2	-12.4%	0.8%	-1.3%	-6.0	-1.9	0.7	-1.8%	6.5%	-14.0%
Cc1ccc(CNC(=O)c2cnn(-c3cccc(C)c3)c2C2CCN(C(=O)OC(C)(C)C)CC2)cc1	-19.4%	1.1%	-1.7%	x	3.2	-0.3	1.0%	-20.0%	0.3%

Screens as filed in PubChem BioAssay.
